Screening data as filed in PubChem.
RNase H inhibition: RNase H inhibition, HIV 1 Gag Pol polyprotein, FRET biochemical assay, screening (AID 372). HIV-1 RT RNase H, FRET RNA/DNA substrate fluorescence; higher % means a stronger effect. one-dose inhibition, % at 10 µM; IC50 in µM for titrated hits. hit rate 0.77% among 100,000; in the data active means inhibition above about 50%
* marks the source's active call; other numbers are inactive results. This is a subset (hit frequency here may not be typical).

SMILES | RNase H inhibition
COc1cc(C2NC(=O)NC(C)=C2C(=O)Nc2ccc(Br)cc2)cc(OC)c1OC (stereo not given) | 3%
COC(=O)c1ccc(/C=C2\N=C(c3ccc(C(C)(C)C)cc3)OC2=O)cc1 | 17%
COc1ccc(NC(NC(=O)c2ccc(OC)cc2)C(Cl)(Cl)Cl)cc1 (stereo not given) | 7%
CC1=C(C(=O)Nc2cccc(C(F)(F)F)c2)C(c2ccc(F)cc2)C2=C(CCCC2=O)N1 (stereo not given) | 0%
COc1ccc(-n2c(SCC#N)nc3ccccc3c2=O)cc1 | 2%
Cc1ccc(C)c(C(C)(C)CC(=O)O)c1 | 10%
O=C(CSc1nc(-c2ccccc2)c(-c2ccccc2)o1)Nc1ccccc1 | 20%
Brc1ccccc1OCCCCCN1CCCCC1 | 7%
C/C(=N\N1CCN(Cc2ccccc2Cl)CC1)c1ccccc1O | 16%
CCN(CC)c1ccc(C(=O)N2CCN(c3cccc(Cl)c3)CC2)cc1 | 35%
Cc1ccc(N(CC(=O)Nc2ccc(C(N)=O)cc2)S(C)(=O)=O)cc1Cl | 2%
Cc1ccccc1OCCOc1ccc(/C=C2/SC(=S)N(C)C2=O)cc1 | 6%
COc1ccc(OCCOCCOc2cc(C)c(C)cc2Br)cc1 | 13%
CC1C(c2ccc(Cl)cc2)NC(c2ccc(Cl)cc2)C(C)C1(C)O (stereo not given) | 13%
CC(C)(C)c1ccc(OCC(=O)NNC(=O)C(=O)N2CCCC2)cc1 | 9%
O=C(NCc1ccco1)c1ccc(C#Cc2ccccc2)cc1 | 9%
O=C1NC(=S)S/C1=C/c1ccc(-c2ccccc2)o1 | 31%
CCc1sc(/C=C(/C#N)C(N)=O)cc1Br | 0%
Cc1cc(I)ccc1NC(=O)CCC(=O)N/N=C/c1ccc([N+](=O)[O-])cc1 | 4%
CCN(CC)c1ccc(C(=O)Nc2cccc(C)c2C)cc1 | 34%
CC1CCN(C(=O)c2ccccc2Cl)CC1 | 12%
O=C(N/N=C1\CCSC1)C(c1ccccc1)c1ccccc1 | 8%
CC(C)c1ccc(CNC(=O)c2ccc(C(C)(C)C)cc2)cc1 | 15%
O=C(Nc1ccc(Oc2ccc(NC(=O)C(F)(F)F)cc2)cc1)C(F)(F)F | 2%
COC(=O)CN1C(C)=Nc2ccc(Br)cc2C1c1ccccc1Cl (stereo not given) | 13%
CSc1ccc(/C=C/C(=O)c2ccc(NC(C)=O)cc2)cc1 | 11%
Cc1ccc(OCCn2cc(C=O)c3ccccc32)cc1 | 21%
CCOC(=O)/C(C#N)=C\c1c(C)c(C)c(/C=C(/C#N)C(=O)OCC)c(C)c1C | 13%
CC(=O)c1c(OC(=O)c2ccccc2)ccnc1C(F)(F)F | 6%
O=[N+]([O-])c1ccc(F)c(N=Cc2ccc3ccccc3c2)c1 | 35%
COc1ccc(-c2occ(C(=O)O)c2C(=O)O)cc1 | 0%
O=C(COc1cc(Cl)c(Cl)cc1Cl)N1CCN(c2ccc([N+](=O)[O-])cc2)CC1 | 9%
CCOc1cc(C=O)cc(I)c1OCC(=O)O | 0%
COc1ccc(C(=O)NC(Nc2ccccc2)C(Cl)(Cl)Cl)cc1OC (stereo not given) | 6%
CCCCCCCC(=O)N/N=C/c1ccc(O)cc1 | 12%
O=C(Nc1ccc(Cl)c([N+](=O)[O-])c1)C1CC2CCC1C2 (stereo not given) | 6%
Clc1ccc(OCc2nc3c4c5c(sc4ncn3n2)CCCCC5)cc1 | 4%
O=C(CSc1nnc(-c2cccs2)n1-c1ccccc1)c1cccc([N+](=O)[O-])c1 | 10%
COc1ccc(/C=C2\SC(=O)NC2=S)cc1 | 11%
O=C(Nc1ccc(I)cc1Cl)c1cccc([N+](=O)[O-])c1 | 7%
CCCNC(=O)c1ccc(SC)cc1OC | 6%
N#CC1=C(N)Oc2cc(O)ccc2C1c1ccccc1Cl (stereo not given) | 1%
CSc1nnc(-c2cccc(NC(=O)/C=C/c3ccccc3)c2)n1C | 10%
O=C(NC(c1ccccc1)c1ccccc1)C(Sc1ccccc1)c1ccccc1 (stereo not given) | 12%
O=C(c1ccccc1)N1CCN(Cc2cc(Br)ccc2O)CC1 | 8%
O=C(COc1c(Br)cc(Br)cc1Br)N/N=C/c1cccc(Cl)c1Cl | 18%
Clc1ccc(OCCCCOc2cccc3cccnc23)c(Br)c1 | 36%
O=C(NCCC(c1ccccc1)c1ccccc1)c1ccc(Br)cc1 | 21%
COc1ccccc1C1/C(=C(\O)c2ccccc2)C(=O)C(=O)N1c1cccc(Cl)c1 (stereo not given) | 8%
COc1ccc(C(=O)NC(=S)Nc2ccc(C)c(Cl)c2)cc1[N+](=O)[O-] | 5%
The list continues.
SMILES | RNase H inhibition
CC1=NN(c2ccc(Cl)c(Cl)c2)C(=O)/C1=C/c1ccco1 | 15%
CCCCSc1nnc2c(n1)OC(/C(C)=C/c1ccco1)Nc1ccccc1-2 (stereo not given) | 39%
O=S(=O)(/N=C(\c1ccccc1)N(c1ccccc1)S(=O)(=O)c1ccccc1)c1ccccc1 | 20%
O=C(CC1(C(F)(F)F)NCCN1)c1ccccc1 | 0%
COc1ccc(CN2CCN(Cc3ccccc3C(F)(F)F)CC2)c(OC)c1OC | 14%
Cc1cc(C)nc(/N=C(/NC(=O)c2ccccc2)Nc2ccccc2)n1 | 0%
COc1ccc(/C(N)=N/OC(=O)c2ccc(C)c([N+](=O)[O-])c2)cc1 | 16%
COC(=O)c1ccccc1Oc1nc(-c2ccccc2)cc(-c2ccccc2)n1 | 36%
CC1(C)CC(NC(=O)COc2ccc(Br)cc2)CC(C)(C)N1 | 12%
COc1ccc(C2CC(=O)C3=C(C2)Nc2ccccc2NC3c2ccccc2OCc2ccccc2)cc1OC (stereo not given) | 6%
CC1=C(C(=O)Nc2ccc(Br)cc2)C(c2cccc(Br)c2)NC(=S)N1 (stereo not given) | 0%
CCOC(=O)Cc1nnc(NCc2ccccc2)c2ccccc12 | 2%
COc1ccc(-n2c(SCCc3ccccc3)nc3c(c2=O)C2(CCCC2)Cc2ccccc2-3)cc1 | 9%
COc1ccc(Cl)cc1C(=O)NCCCN1CCOCC1 | 2%
CS(=O)(=O)N1CCN(Cc2ccccc2Br)CC1 | 6%
CCC(C(=O)Nc1nc(-c2ccc(F)cc2)cs1)c1ccccc1 (stereo not given) | 10%
CC(C)(C)c1ccc(OCCn2cc(/C=C3/SC(=S)NC3=O)c3ccccc32)cc1 | 21%
Nc1ccccc1-c1nc2ccccc2c2nc3ccccc3n12 | 1%
CCOCCOC(=O)C1=C(C)NC(=O)NC1c1cccc(O)c1 (stereo not given) | 7%
CCn1ccnc1C(O)c1ccccc1 (stereo not given) | 2%
CC(C(=O)Nc1ccc(F)c(F)c1)N1C(=O)c2ccccc2C1=O (stereo not given) | 14%
COc1cc(C2SCC(=O)N2CCN2CCCCC2)cc(OC)c1OC (stereo not given) | 9%
Cc1ccccc1CNC(=O)c1ccccc1Cl | 9%
Cc1ccc(-n2nc(-c3ccc(NC(=O)c4ccccc4)cc3)cc2NC(=O)c2ccccc2)cc1 | 22%
O=[N+]([O-])C1=CC(=[N+]([O-])[O-])C=CC12N(Cc1ccccc1)C1=CC=CC=CC1=[N+]2Cc1ccccc1 (stereo not given) | 18%
Cc1c(/C=N/NC(=O)Cc2ccc(Br)c3ccccc23)c2ccccc2n1C | 4%
COC(=O)C1=C(C)NC2=C(C(=O)CCC2)C1c1ccc(C(=O)OC)cc1 (stereo not given) | 0%
O=C1CN(c2ccc(Br)cc2)C(=O)CN1c1ccc(Br)cc1 | 3%
COCCOC(=O)c1c(C)oc2ccc(NS(=O)(=O)c3cc(Cl)ccc3Cl)cc12 | 5%
CCOc1c(I)cc(/C=N/NC(=O)c2ccccc2-n2cccc2)cc1OC | 14%
COc1ccc(CC(=O)Nc2ccc(NC(=O)c3ccc(Br)cc3)cc2)cc1OC | 0%
N#C/C(=C/c1cn(-c2ccccc2)nc1-c1cccnc1)C(N)=O | 3%
CC(C)c1ccc(OCCCCNCCO)cc1 | 0%
CC1(C)C(c2ccccc2)=NC(c2ccc(F)cc2)=[N+]1[O-] | 15%
O=C(/C=C/c1ccco1)N1CCC(CN2C(=O)c3cccc4cccc(c34)C2=O)CC1 | 9%
COC(=O)C1=C(C)NC2=C(C(=O)CC(c3ccc(OC)cc3)C2)C1c1ccccc1OC (stereo not given) | 5%
Cc1cccc(C(=O)NNC(=O)COc2cccc3ccccc23)c1O | 13%
COc1ccc(/C=N/N2C(=O)c3ccccc3NC2c2ccc(OC)cc2)cc1 (stereo not given) | 25%
COc1ccc(OCCOc2ccccc2/C=C2/C(=O)NC(=O)N(c3ccccc3)C2=O)cc1 | 8%
CCOc1cc(C2Nc3ccccc3NC3=C2C(=O)CC(c2ccc(OC)cc2)C3)ccc1OC(=O)C1CC1 (stereo not given) | 0%
CCOC(=O)N1CCN(C(=O)C2CCN(Cc3c(F)cccc3Cl)CC2)CC1 | 6%
CC(C)(C)c1ccc(-c2n[nH]c(=S)n2N=Cc2cccnc2)cc1 | 14%
Cc1ccnc(NC(=S)NC(=O)c2ccccc2F)c1 | 10%
O=C1C(Cl)=C(N2CCN(c3ccccc3)CC2)C(=O)N1c1ccccc1 | 6%
O=C(Nc1ccccc1C(=O)N1CCOCC1)c1ccc([N+](=O)[O-])cc1 | 7%
O=C(COc1ccc(/C=N/NS(=O)(=O)c2ccccc2)cc1)Nc1cccc(Cl)c1 | 15%
COC(=O)C1=NN(C(=O)c2ccccc2)C(O)(c2ccc(Cl)cc2)C1 (stereo not given) | 12%
CC1CCCC(C)N1C(=O)c1nn2c(C(F)(F)F)cc(-c3cccs3)nc2c1Cl (stereo not given) | 23%
Cc1ccc(Cl)cc1NC(=O)C(=O)NN=C1CCN(C)CC1 | 0%
COc1cc(OC)c(/C=N/N2CCN(c3ccccc3)CC2)c(OC)c1 | 0%
More compounds.
SMILES | RNase H inhibition
O=C(N/N=C/c1c[nH]c2ccccc12)C1CC(=O)N(c2ccccc2)C1 (stereo not given) | 4%
COC(=O)C1CC(OCc2ccccc2)C1 (stereo not given) | 3%
O=C(CN1CCCCCC1)N/N=C/c1ccccc1 | 12%
C/C(NN1CCN(C)CC1)=C(\C#N)C(=O)NCc1ccccc1 | 11%
O=C(Nc1nnc(COc2ccc(F)cc2)s1)c1ccc(F)cc1 | 0%
CCOc1ccc(NC(=O)c2cccc(C(=O)Nc3ccc(OCC)cc3)c2)cc1 | 15%
COC(=O)C1=C(C)N(Cc2ccco2)C(=O)/C1=C\c1cccc([N+](=O)[O-])c1 | 26%
O=C(CSc1nc2ccccc2o1)OCC(=O)c1ccc(Cl)cc1 | 2%
Cc1ccc(OCC(=O)NC23CC4CC(CC(C4)C2)C3)c(Br)c1 | 2%
CN(C)CCCNC(=O)c1ccc(I)cc1 | 13%

Overlap with the part before: 2 compounds, then new ones.
SMILES | RNase H inhibition
Cc1ccc(OCC(=O)NC23CC4CC(CC(C4)C2)C3)c(Br)c1 | 2%
CN(C)CCCNC(=O)c1ccc(I)cc1 | 13%
O=C1NC(=S)SC1=C1CCCCC1 | 17%
O=C(N/N=C/c1ccc(F)cc1)C(=O)N1CCCC1 | 0%
Brc1ccc(-c2nnc(SCCC3OCCCO3)o2)cc1 | 1%
O=c1c2c3c(sc2[nH]c(=S)n1-c1ccccc1)-c1ccccc1CC3 | 43%
O=C1c2c(Cl)ccc(Cl)c2C(=O)N1c1ccccc1O | 1%
CCOC(=O)c1cc2cc(Br)ccc2oc1=O | 1%
O=c1[nH]c(/C=C/c2cc(Br)ccc2O)c([N+](=O)[O-])c(=O)[nH]1 | 4%
Cc1cc2nn(-c3ccc(Cl)cc3)nc2cc1NC(=O)c1ccccc1I | 43%
O=C(/C=C/c1ccccc1OCc1ccccc1)c1ccc(Cl)cc1 | 9%
COc1ccc(C(N)=O)cc1NC(=O)c1cccs1 | 0%
CCOC(=O)C1=C(C)N=c2s/c(=C\c3ccc(N4CCCCC4)o3)c(=O)n2C1c1ccc(OC)cc1 (stereo not given) | 7%
Cc1nc(C=C2C(=O)C=Cc3ccccc32)c(O)o1 | 36%
CCOC(=O)CCCSc1nc2sc3c(c2c(=O)[nH]1)CCCC3 | 3%

Of the compounds above, these have four or more nitrogen atoms:
SMILES | RNase H inhibition
Cc1cc(I)ccc1NC(=O)CCC(=O)N/N=C/c1ccc([N+](=O)[O-])cc1 | 4%
Clc1ccc(OCc2nc3c4c5c(sc4ncn3n2)CCCCC5)cc1 | 4%
O=C(CSc1nnc(-c2cccs2)n1-c1ccccc1)c1cccc([N+](=O)[O-])c1 | 10%
CSc1nnc(-c2cccc(NC(=O)/C=C/c3ccccc3)c2)n1C | 10%
CCCCSc1nnc2c(n1)OC(/C(C)=C/c1ccco1)Nc1ccccc1-2 (stereo not given) | 39%
Cc1cc(C)nc(/N=C(/NC(=O)c2ccccc2)Nc2ccccc2)n1 | 0%
Nc1ccccc1-c1nc2ccccc2c2nc3ccccc3n12 | 1%
Cc1ccc(-n2nc(-c3ccc(NC(=O)c4ccccc4)cc3)cc2NC(=O)c2ccccc2)cc1 | 22%
O=[N+]([O-])C1=CC(=[N+]([O-])[O-])C=CC12N(Cc1ccccc1)C1=CC=CC=CC1=[N+]2Cc1ccccc1 (stereo not given) | 18%
N#C/C(=C/c1cn(-c2ccccc2)nc1-c1cccnc1)C(N)=O | 3%
CC(C)(C)c1ccc(-c2n[nH]c(=S)n2N=Cc2cccnc2)cc1 | 14%
CC1CCCC(C)N1C(=O)c1nn2c(C(F)(F)F)cc(-c3cccs3)nc2c1Cl (stereo not given) | 23%
Cc1ccc(Cl)cc1NC(=O)C(=O)NN=C1CCN(C)CC1 | 0%
O=C(N/N=C/c1c[nH]c2ccccc12)C1CC(=O)N(c2ccccc2)C1 (stereo not given) | 4%
C/C(NN1CCN(C)CC1)=C(\C#N)C(=O)NCc1ccccc1 | 11%
Cc1cc2nn(-c3ccc(Cl)cc3)nc2cc1NC(=O)c1ccccc1I | 43%
